# Abeta rescue: qHTS for compounds that reverse cellular toxicity of Amyloid beta (A-beta) peptide in yeast: Primary Screen; yeast expressing A-beta42, growth rescue, OD600, 48 h; response scale: 0% DMSO, 100% iron-clioquinol control; Potency, µM (highest dose often 46.1 µM), inactives show at the top dose growth rescue, actives largely listed as activators; 410,000 compounds, 0.063% hits; AID 1347071, 2019; note: potency is the fitted concentration of half-maximal effect; nearly all actives have a fitted effect of over 55% in size
#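 Yeast growth medium received pinned compounds, then yeast cells expressing toxic A-beta were added; plates incubated at 30 C for 48 hr. Growth read as absorbance at 600 nm, normalized to DMSO and equimolar FeCl3 plus clioquinol controls.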
# aSyn rescue: qHTS of alpha-syn Inhibitors; Potency, µM (highest dose often 46.1 µM), inactives show at the highest dose growth rescue (activation), hits mostly activators; 370,000 compounds, 0.14% hits; AID 652106, 2013; Yeast expressing alpha-synuclein, growth rescue, BacTiter-Glo, 24 h; note: potency is the fitted concentration of half-maximal effect; % of control where 0% means no effect; nearly all actives have a fitted effect of over 65% in size
#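 Screening used galactose-induced yeast with toxic alpha-synuclein levels, exposed to compound for 24 hr at 30 deg C. Cell growth, read with BacTiter-Glo luminescence, gave the measured signal.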
# DRD3 antagonist: qHTS of D3 Dopamine Receptor Antagonist: qHTS; D(3) dopamine receptor (Homo sapiens), P35462; D3R cells, DiscoveRx beta-arrestin luminescence, antagonist mode; hits give low values; max response, negative = inhibition, %; 360,000 compounds, 2.5% hits; AID 652054, 2013; in the data active = max response below about -50%; inconclusive = no clear call, values can overlap the other calls; note: % is set by controls: 0 for no effect and ±100 for the full control effect; mostly tested at two doses, the higher about 12 µM
#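 Cells expressing the human receptor were seeded at 1500 cells/well, incubated overnight at 37 degrees C in 5% CO2, then exposed to library compounds with dopamine controls for 90 minutes at 37 degrees C before luminescent detection.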
# GLP1R inv ag: qHTS of GLP-1 Receptor Inverse Agonists (Inhibition Mode). HEK293 GLP-1R CRE-luciferase, luminescence, 24 h; GLP-1R form is constitutively active. Potency, µM (doses to about 38.3 µM), for the others: top-dose activity change, negative = inhibition, hits mostly inhibitors. 410,000 compounds, 1.6% hits. AID 624417, 2012; note: potency is the fitted concentration of half-maximal effect; % is set by controls: 0 for no effect and ±100 for the full control effect; nearly all actives have a fitted effect of over 55% in size
# Target sequence (P43220 whole entry, looked up): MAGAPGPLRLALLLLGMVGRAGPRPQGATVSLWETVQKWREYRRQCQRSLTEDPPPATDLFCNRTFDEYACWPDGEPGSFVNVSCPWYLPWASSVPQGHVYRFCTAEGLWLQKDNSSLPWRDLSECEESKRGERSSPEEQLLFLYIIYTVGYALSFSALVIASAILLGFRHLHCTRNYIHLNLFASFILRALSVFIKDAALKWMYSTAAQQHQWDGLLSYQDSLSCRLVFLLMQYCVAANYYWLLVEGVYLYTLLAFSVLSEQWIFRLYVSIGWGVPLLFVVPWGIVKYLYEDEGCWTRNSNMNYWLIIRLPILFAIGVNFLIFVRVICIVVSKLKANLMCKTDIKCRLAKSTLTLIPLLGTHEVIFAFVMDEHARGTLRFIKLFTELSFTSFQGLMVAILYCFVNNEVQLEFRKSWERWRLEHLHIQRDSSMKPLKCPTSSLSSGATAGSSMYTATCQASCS
#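 GLP-1R inverse agonism mode: basal reporter luminescence in engineered HEK293 cells measured after one day of compound exposure at 37 deg C, with a 12 min room-temperature detection step.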
# TDP43 rescue: qHTS of TDP-43 Inhibitors | TDP-43 expressing yeast growth rescue, BacTiter-Glo, 24 h | Potency, µM (series often up to 46.1 µM), for inactives: at the highest dose growth rescue (activation), actives largely listed as activators | 410,000 compounds, 1.8% hits | AID 652104, 2013; note: potency is the fitted concentration of half-maximal effect; % of control where 0% means no effect; nearly all actives have a fitted effect of over 50% in size
#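 Growth rescue of TDP-43-toxic yeast measured as ATP luminescence (BacTiter-Glo). Cells grown to mid-log in raffinose, induced in galactose at OD600=0.02, exposed to compound 24 hr at 30 deg C.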
# GLP1R ag: qHTS of GLP-1 Receptor Agonists | HEK293 GLP-1R CRE-luciferase, luminescence, 4-6 h; cells express a hypersensitive GLP-1R form | Potency, µM (highest dose often 45.6 µM), without a hit: at the highest dose activation, hits mostly activators | 380,000 compounds, 0.007% hits | AID 624172, 2012; note: potency is the fitted concentration of half-maximal effect; % of control where 0% means no effect
# FUS yeast rescue: qHTS for Suppressors of FUS Proteinopathy: Primary screen using FUS-linked yeast assay; 390,000 compounds, 0.24% hits; Potency, µM (series often up to 76.6 µM), for the others: at the top dose growth rescue (activation), hits mostly activators; AID 1347120, 2019; S. cerevisiae FUS-expressing, growth rescue, OD600, 24 h;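 note: potency is the fitted concentration of half-maximal effect; plate controls were DMSO vehicle for no effect and reference control for full effect; nearly all actives have a fitted effect of over 55% in size; some results filed as inactive show a strong effect at the top dose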
#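 Restored growth of FUS-toxic S. cerevisiae, read as 600 nm absorbance after 24 h at 30C in galactose medium (starting OD 0.005). Controls CP55940 and DMSO.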
# pAkt inh: HTS Assay for Inhibitors of Akt Phophorylation: Primary Screen; AID 651550, 2012; activity change, % for hits at 50 µM; Neuro2A IGF-stimulated pAkt S473 HTRF, 20 min; hits give low values; 360,000 compounds, 0.32% hits; in the data active = activity change below about -80%; inconclusive = mostly about -51% to -80%; note: % is set by controls: 0 for no effect and ±100 for the full control effect
#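 Neuro2A cells in DMEM with 0.5% FBS, overnight at 37 deg C, given compound at single 50 µM final, then IGF (6 nM final) for 20 min at 37 deg C. Lysed; phospho-Akt Ser473 by HTRF after 24 h, 665/615 ratio.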
# PTHR1 agonist: qHTS for PTHR1 Agonists: Primary Screen. Parathyroid hormone/parathyroid hormone-related peptide receptor (Homo sapiens), Q03431. HEK293 GP2 PTHR1 cells, GloSensor cAMP luminescence, 1 h. Potency, µM (doses to about 115 µM), for the others: top-dose activation, hits mostly activators. 410,000 compounds, 0.075% hits. AID 743266, 2014; note: potency is the fitted concentration of half-maximal effect; nearly all actives have a fitted effect of over 55% in size; some results filed as inactive show a strong effect at the top dose; inactives centre near -15; many of its hits are not listed in these tables
# Target sequence (Q03431 whole entry, looked up): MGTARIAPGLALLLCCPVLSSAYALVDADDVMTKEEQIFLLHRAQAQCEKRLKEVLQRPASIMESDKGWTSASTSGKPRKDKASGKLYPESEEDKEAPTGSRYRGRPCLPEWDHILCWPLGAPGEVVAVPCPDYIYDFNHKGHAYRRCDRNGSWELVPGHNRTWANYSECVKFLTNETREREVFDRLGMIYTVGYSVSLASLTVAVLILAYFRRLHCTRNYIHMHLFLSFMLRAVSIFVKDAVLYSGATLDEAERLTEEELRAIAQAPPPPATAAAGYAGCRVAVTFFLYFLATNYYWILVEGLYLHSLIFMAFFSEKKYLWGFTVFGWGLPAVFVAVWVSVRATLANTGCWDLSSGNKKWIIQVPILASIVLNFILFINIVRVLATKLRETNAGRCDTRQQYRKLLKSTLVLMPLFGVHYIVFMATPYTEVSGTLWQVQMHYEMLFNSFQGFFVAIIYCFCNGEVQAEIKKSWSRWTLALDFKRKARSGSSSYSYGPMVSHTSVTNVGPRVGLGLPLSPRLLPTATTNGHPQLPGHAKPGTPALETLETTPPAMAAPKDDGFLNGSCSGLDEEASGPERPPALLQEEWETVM
#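 HEK-293-derived GP2 cells expressing PTHR1 and a GloSensor cAMP reporter, 3,000/well, plated overnight, given luciferin plus IBMX (each 0.5 mM as added) for 1 h at 37 °C, then compound for 1 h at 37 °C. Luminescence was read after 15 min at room temperature.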
# * hit, by the source's call; i = inactive; ? = inconclusive; . = no result given; & = joins results of further samples; [ ] = dose if it differs, or a comment. Unless noted, calls come from the whole dose curve; as a rule, active = well fitted curve in the direction sought with a large enough effect; inconclusive = small, poorly fitted or top-dose-only effect, or another doubt; inactive = no such curve, though single readings can be large; an effect the other way counts as inactive or inconclusive.
mol | Abeta rescue | aSyn rescue | DRD3 antagonist | GLP1R inv ag | TDP43 rescue | GLP1R ag | FUS yeast rescue | pAkt inh | PTHR1 agonist
O=C(Oc1cccc2cccnc12)c1ccc(N2C(=O)C3C4CCC(C4)C3C2=O)cc1 (stereo unspecified) | -14% | 21% | ? | 2.8µM* | ? | 0% | 2% | i | -15%
O=C(Cc1cccc([N+](=O)[O-])c1)Nc1cccc(C(=O)N2CCCC2)c1 | -15% | 0% | 22 | 35% | 2% | 7% | -8% | i | i
COc1ccc(CNC(=O)C/C(C)=N/NC(=O)COc2cccc(C)c2)cc1 | 0% | 0% | 18 | 4% | 11% | 6% | 23% | i | i
CCOC(=O)c1[nH]c2ccc(Cl)cc2c1NC(=O)c1nonc1C | -4% | -5% | 8 | -2% | 6% | -2% | 30% | i | i
COC(=O)/C(=C/Nc1ccc(O)cc1)[N+](=O)[O-] | -1% | 4% | 7 | 47%[activator] | 11% | -2% | 11% | i | i
CC1CCN(C(=O)c2[nH]cnc2C(=O)NC2CCN(C(=O)OC(C)(C)C)CC2)CC1 | -13% | 2% | 4 | 13% | 4% | -4% | 12% | i | -19%
COc1ccc(NC(=O)CC2C(=O)NC3CCCCC3N2C(=O)c2ccc(F)cc2)cc1 (stereo unspecified) | -9% | -3% | -6 | 4% | -7% | 8% | -4% | i | 4%
O=C1NC(Cc2ccc(O)cc2)c2nc3ccc(F)cc3c(=O)n2-c2cc3ccccc3cc21 (stereo unspecified) | 7% | 1% | 5 | ? | ? | 1% | 26% | i | -36%[inhibitor]
CC(N=C1CC(C)(C)CC(=O)/C1=C(/O)CCCN1C(=O)c2ccccc2C1=O)C(=O)O (stereo unspecified) | -11% | -2% | 19 | 11% | -25%[9.22 µM] | -1% | 24% | i | i
CC(C)(C)OC(=O)NCc1ccc(CNC(=O)c2nc[nH]c2C(=O)NCc2ccccc2)cc1 | -17% | 0% | 21 | ? | 2% | 9% | -1% | i | -40%[inhibitor]
c1ccc(CSc2ccc3nnc(-c4cccnc4)n3n2)cc1 | 6% | -5% | 61 | -6% | 0% | -1% | . | i | -19%
O=C(NCc1ccccc1)c1cccc(COc2ccc(Cl)cc2)c1 | 10% | 2% | -8 | ? | 2% | -2% | 9% | i | -84%[inhibitor][57.5 µM]
COc1cc(OC)c(N(C)C(=O)c2sc3nc4n(c(=O)c3c2C)CCCC4)cc1Cl | -22% | . | . | 7% | 7% | . | 21% | . | -15%
Cn1ncc2c(NCCc3ccccc3)nc(Cl)nc21 | 6% | -1% | -25 | 3% | ? | 15% | 3% | i | -39%[inhibitor]
CCN(CC)c1ccc(/C=N/NC(=O)c2ccc(Br)o2)cc1 | -3% | -15% | ? | 0% | 10% | 1% | . | i | -33%[inhibitor]
CCCCCC1CCC(c2ccc(C(N)=O)cc2)CC1 (stereo unspecified) | -1% | 6% | 0 | -9% | 1% | -9% | -19% | i | i
CCOC(=O)c1c(C)[nH]c(C)c1S(=O)(=O)N(C)CC(=O)N1CCN(c2cccc(Cl)c2)CC1 | -10% | . | . | -30% | 5% | . | 28% | . | -94%[inhibitor]
Cc1ccc(NC(=O)C(=O)NCc2ccc(/C=C(/C#N)C(=O)NCc3cccnc3)o2)cc1C | 17% | -4% | 26 | 4% | 6% | 0% | . | i | -23%
O=C(CSc1nc(=O)n(CCN2CCOCC2)c2c1CCC2)Nc1ccccc1 | -7% | . | . | -3% | 23% | . | -7% | . | -17%
Cc1cc(C)c(NC(=O)c2ncoc2-c2ccco2)c(C)c1 | -39%[inhibitor] | . | . | ? | ? | . | 39% | . | 10%
CC(=O)N1N=C(c2ccccc2)CC1c1cccs1 (stereo unspecified) | 15% | 16% | -8 | -23% | 11% | 26% | -7% | i | i
COc1ccc(NC(=O)c2ccc(NC(=O)CSc3nccc(=O)[nH]3)cc2)cc1 | -5% | -8% | 2 | 6% | -16% | 3% | 9% | i | -2%
O=C(O)CS(=O)(=O)c1ccc(Oc2ccc(S(=O)(=O)CC(=O)O)cc2)cc1 | 15% | 1% | 1 | -6% | 23% | -10% | 22% | i | -29%
CCOC(=O)c1c(C)nn(-c2ccc(NC(=O)/C=C/C(=O)O)cc2)c1C | ? | 12% | 21 | 59%[activator] | -13%[1.82 µM] | ? | 15% | i | 0%
CC1(C)CC2CC(C)(CN2C(=O)c2ccc([N+](=O)[O-])cc2)C1 (stereo unspecified) | 4% | -3% | 3 | 0% | 4% | 8% | 5% | i | -10%
COCCCNC(=O)CN1C(=O)/C(=C/c2ccccc2C)Sc2ccccc21 | 14% | 1% | 3 | -33% | 19% | 4% | 5% | i | i
COc1ccc(COC(=O)C2CCN(S(=O)(=O)c3cccs3)CC2)cc1 | 7% | 1% | 13 | -36% | 10% | 0% | 9% | i | i
Cc1ccc(C(=O)NC(=S)Nc2ccccc2C(F)(F)F)cc1C | 15% | -8% | -80* | ? | ? | 15% | 2% | i | i
CCn1ccc2cc(S(=O)(=O)N3CCC(C(=O)NCc4cccc(C)c4)CC3)ccc21 | 5% | . | . | -23% | 0% | . | 35% | . | i
COc1ccc(-c2cc(C(=O)NCCc3ccccc3)no2)cc1OC | 12% | 3% | 5 | 10% | 0% | 7% | 16% | i | i
CCN(CC)c1ccc(S(=O)(=O)N2CCCCC2)cc1NC(=O)C1CCC1 | 0% | 6% | 28 | ? | 5% | -2% | 19% | i | -42%[inhibitor]
O=C(C[C@H]1C[C@H]2c3cc(NC(=O)CC4CC4)ccc3O[C@H]2[C@H](CO)O1)NCc1ccccc1F | -7% | ? | 13 | -14% | 0% | -1% | 1% | i | -38%[inhibitor]
COCCOc1ccc(C(F)(F)F)cc1NC(=O)c1ccc(C(F)(F)F)cc1 | 18% | -1% | 1 | -4% | -5% | 10% | . | i | i
CCN(CC)S(=O)(=O)c1ccc2oc(C(=O)N3CCCCCC3)c(C)c2c1 | 17% | 6% | 11 | ? | -8% | 4% | 14% | i | -5%[57.5 µM]
CC(C)c1ccc(-c2csc(NC(=O)c3cccs3)c2C(=O)O)cc1 | 8% | -1% | -1 | ? | -52%[inhibitor] | 0% | 19% | i | -8%
CC1=C(C(N)=O)C(c2ccccc2F)n2nc(CCCO)nc2N1 (stereo unspecified) | -11% | -5% | ? | 16% | -7% | 4% | 8% | i | ?
CCOC(=O)c1c(NC(C)=O)sc2c(OC)c(Br)ccc12 | -21% | 1% | 17 | 0% | -23% | 8% | 10% | i | -4%
COc1ccc(OC)c(/C=N/NC(=O)C(=O)N2CCCC2)c1 | -2% | ? | 26 | ? | -18%[0.397 µM] | 7% | 11% | i | i
CN1C2=CC=CC=CC2=[N+](C)C12C=CC(=[N+]([O-])[O-])C=C2[N+](=O)[O-] (stereo unspecified) | -11% | 2% | -30 | -3% | -16% | 3% | 10% | i | i
CCOc1ccc(CC(=O)NCc2ccc3c(c2)CCN3C(C)=O)cc1OCC | -24% | . | . | 12% | 1% | . | 10% | . | 10%

# Some of these compounds in order of their number in GLP1R inv ag, lowest first:
SMILES,GLP1R inv ag
CCOC(=O)c1c(NC(C)=O)sc2c(OC)c(Br)ccc12,0%
COc1ccc(CNC(=O)C/C(C)=N/NC(=O)COc2cccc(C)c2)cc1,4%
CCOc1ccc(CC(=O)NCc2ccc3c(c2)CCN3C(C)=O)cc1OCC,12%

# Carrying on:
smiles | Abeta rescue | aSyn rescue | DRD3 antagonist | GLP1R inv ag | TDP43 rescue | GLP1R ag | FUS yeast rescue | pAkt inh | PTHR1 agonist
COCCN(C(=O)C1CCCO1)c1c(N)n(CC(C)C)c(=O)[nH]c1=O (stereo unspecified) | -2% | -5%[1.84 µM] | -4 | 14% | 13% | 5% | -6% | i | i
O=[N+]([O-])c1nn(-c2ccc(Cl)cc2)n(O)c1=NCc1ccncc1 | -21% | 1% | 7 | 15% | 11µM* | 1% | -8% | i | i
Cc1nc2sccn2c(=O)c1S(=O)(=O)Nc1ccc(N2CCN(C(=O)C(C)C)CC2)cc1 | -16%&-18% | 1% | -3 | 4%&-14% | 0%&20% | 22% | -7%&-9% | i | -30%[inhibitor]
Fc1ccc(Nc2nnc(-c3ccncc3)s2)cc1Cl | -7% | -6% | -1 | 3% | ? | 13% | -15% | i | i
COc1ccc(C(=O)N2CCN(S(=O)(=O)c3ccc(C)cc3C)CC2)cc1OC | -5% | ? | -26 | 1% | ? | -5% | 18% | i | -18%
CC(C)[C@H](Nc1ncnc2c1oc1ccccc12)C(=O)O | -6% | 0% | -11 | 0% | -14% | 0% | 19% | i | i
NC(=O)N/N=C\c1cccs1 | -3% | -6% | 21 | 2% | 2% | 0% | -25% | i | -12%

# 3 consecutive entries out of the list so far, for reference:
smiles | Abeta rescue | aSyn rescue | DRD3 antagonist | GLP1R inv ag | TDP43 rescue | GLP1R ag | FUS yeast rescue | pAkt inh | PTHR1 agonist
O=[N+]([O-])c1nn(-c2ccc(Cl)cc2)n(O)c1=NCc1ccncc1 | -21% | 1% | 7 | 15% | 11µM* | 1% | -8% | i | i
Cc1nc2sccn2c(=O)c1S(=O)(=O)Nc1ccc(N2CCN(C(=O)C(C)C)CC2)cc1 | -16%&-18% | 1% | -3 | 4%&-14% | 0%&20% | 22% | -7%&-9% | i | -30%[inhibitor]
Fc1ccc(Nc2nnc(-c3ccncc3)s2)cc1Cl | -7% | -6% | -1 | 3% | ? | 13% | -15% | i | i

# These rows are one share of the data; the hit share may differ from the screen's.
